TDP1 cell CPT – growth inhibition of DT40 Tdp1-/-;hTDP1 cells with camptothecin (screen for TDP1 inhibitors). AID 686979. chicken DT40 Tdp1-/-;hTDP1 cells + 20 nM CPT, ATP luminescence, 48 h. actives 12% (n = 420,000). Potency, µM (highest dose often 46.2 µM), for the others: at the highest dose activity change, negative = growth inhibition, most hits filed as inhibitors; active = well fitted inhibition curve with a large enough effect; inconclusive = small, poorly fitted or top-dose-only effect; also: nearly all actives have a fitted effect of over 55% in size
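Cell growth measured by CellTiter-Glo luminescence after a minimum 48 h, 37 C compound exposure with 20 nM CPT in Tdp1-knockout DT40 cells stably expressing hTDP1, seeded 400/well; qHTS titration format.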
Active calls of the source: *; ? = inconclusive; [ ] = remark or other dose. % is scaled to controls: 0 for no effect and ±100 for the full control effect; potency is read from the fitted curve at half-maximal effect. This is a subset. The share of hits here may be higher or lower than overall.

SMILES | TDP1 cell CPT
CC(=O)N1c2ccccc2N=C(c2ccc(C(F)(F)F)cc2)C1C(=O)NC1CCCC1 (stereo not given) | ?
O[C@@H]1CN(Cc2cccs2)[C@@H](c2ccc(Cl)cc2)C[C@H]1n1cc(-c2ccc(F)cc2)nn1 | ?
COc1cc2c(cc1OC)C(c1ccccc1[N+](=O)[O-])=NCC2 | 5.8µM*
COc1ccccc1NC(=O)CCNC(=O)C1CCN(S(=O)(=O)c2ccccc2)CC1 | -10%
COc1ccc(NC(=O)C2Cc3c(-c4cccc(C(N)=O)c4)ccnc3O2)cc1OC (stereo not given) | 12µM*
COc1ccc(CNC(=O)c2cn(Cc3ccc(S(=O)(=O)N(C)C)cc3)c(=O)s2)cc1 | ?
OC(c1ccccc1)(c1nc(-c2cc(F)cc(F)c2)cs1)C(F)(F)F (stereo not given) | ?
O=S(=O)(NC1CCN(Cc2ccccc2)CC1)c1ccc(F)c(F)c1 | 6%
O=c1cc(-c2ccccc2)oc2ccc3ccccc3c12 | ?
Cc1cccc(CNCCn2cc(C(=O)Nc3ccccc3)nn2)c1 | -19%
CN[C@H]1C[C@H]2c3cc(-c4ccccc4)ccc3CCN2C(=O)[C@H]1[C@H](C)O | ?
CCN(CC)C(=O)c1cccc(-c2csc(C(O)c3ccc(F)c(OC)c3)n2)c1 (stereo not given) | 18µM*
COc1ccc(C(=O)C(OP(=O)(OC)OC)c2ccccc2OC)cc1 (stereo not given) | ?
COc1ccccc1C1CN(Cc2cnn(C)c2)Cc2ccccc2O1 (stereo not given) | 16%[9.04 µM]
Cc1ccc([C@@H]2CC(=O)[C@@H]3CN(S(=O)(=O)c4ccc(C)cc4)[C@H](c4cccc5ccccc45)C[C@@H]3N2S(=O)(=O)c2ccc(Cl)cc2)cc1 | 0%
COC(=O)[C@@]1(Cc2ccc(F)cc2)[C@H]2c3cc(C(=O)N(C)C)n(CCc4c[nH]c5ccc(O)cc45)c3C[C@H]2CN1C(=O)c1ccccc1 | ?
Cc1cccc(N(CC(=O)NCc2ccco2)S(=O)(=O)c2ccccc2)c1 | ?
O=C(O)Cc1ccc(NS(=O)(=O)c2ccc3c(c2)OCCO3)cc1 | 2%
CC(C)NC(=O)C1(C)CN(S(C)(=O)=O)CC(=O)N1CCCn1ccnc1 (stereo not given) | 3%
Cc1nc(C(F)(F)F)ccc1C(=O)N1CCC(C)(C(=O)O)C1 (stereo not given) | -1%
FC(F)(F)c1ccccc1Cc1c(-c2ccco2)nc2ccc(Cl)cn12 | ?
CCCCCCn1c(=O)n2n(c1=O)C[C@]1(OC(=O)NCC3CCCCC3)CN(S(=O)(=O)c3ccc(C)cc3)C[C@]1(O)C2 | ?
CCC(c1nnnn1C1CCCC1)N1CCN(C/C=C/c2ccccc2)CC1 (stereo not given) | ?
COc1ccc(N2C(c3ccsc3)=Cc3cc4c(cc3C2c2c[nH]c3ccccc23)OCO4)cc1 (stereo not given) | ?
Cc1ccccc1Cn1c(C)c(C(=O)NCc2cccc(Cl)c2)sc1=O | -27%
SMILES | TDP1 cell CPT
CC(C)C[C@H]1CN(CCCC[C@H]2CNC(=O)C(=O)N2CCc2ccc(O)cc2)C(=O)C(=O)N1Cc1ccccc1 | -6%
CCc1nc2ccc(C(=O)N3CCN(C(=O)c4ccco4)CC3)cn2c1N(CCC(C)C)CCN(C)C | 4%
Cc1cccc(NNC(=S)Nc2ccccc2)c1 | 4.1µM*
O=C(OCc1ccccc1)N1CCC2CC1c1c2cccc1N1CCOCC1 (stereo not given) | ?
O=c1[nH]c(C(F)(F)F)nc2c1nc1n2CCC1 | -2%
COc1ccc(NC(=O)C2(C)CCN2Cc2ccc(OC)c3ccccc23)cc1OC (stereo not given) | ?
NC(c1csc(Nc2cnccn2)n1)c1ccccc1Cl (stereo not given) | ?
C[C@H](c1ccccc1)N1C[C@@H](COCc2ccccc2)Oc2cc(N3CC[C@@H](O)C3)ccc2S1(=O)=O | 21µM*
CC1(C(=O)Nc2ccc3c(c2)OCCO3)CSCC(=O)N1C1CCN(Cc2ccccc2)CC1 (stereo not given) | -10%
CC(C)CNc1ncnc2c1ncn2[C@H]1CN(Cc2cccc3ccccc23)C[C@@H](CO)O1 | 18µM*
CCCCN1C(=O)C(CC(=O)NCCCN(C)C)CC(C(=O)N2CCOCC2)=C1C (stereo not given) | -11%
Cc1cc(NC(=O)CSc2nnc3ccc(-c4ccccc4)nn23)no1 | 2%
COc1cccc(CNc2nc3cc(-c4cccc(C(=O)NCCO)c4)sc3c(=O)n2C)c1 | ?
Cc1nc(Br)c(Br)n1Cc1ccccc1 | ?
COc1ccc(C2=Nc3ccccc3NC(=O)C2N(CCc2cc(OC)cc(OC)c2)C(C)=O)cc1 (stereo not given) | 23µM*
C[C@@H]1CN([C@H](C)CO)C(=O)CCCn2nncc2CO[C@H]1CN(C)C(=O)Nc1ccc(N2CCCCC2)cc1 | -9%
CCOC(=O)C1=CCN(S(=O)(=O)c2ccc(F)cc2)C1c1cccc(Cl)c1 (stereo not given) | -20%
COc1ccc(C(C#N)=C2C=C(Cl)C(=NO)C=C2Cl)cc1 | 3.3µM*
COc1ccc(C(C)=O)cc1Cn1c(C)c(C(=O)NCc2ccc3c(c2)OCO3)sc1=O | ?
Cc1ccc(-c2ccc3c(c2)O[C@H](CN(C)C(=O)CC2CC2)[C@H](C)CN([C@@H](C)CO)S3(=O)=O)cc1 | -6%
C[C@@H]1CN([C@H](C)CO)C(=O)c2cc(Br)cnc2O[C@H]1CN(C)C(=O)c1ccccc1 | -10%
OC[C@@H]1CN(Cc2cccs2)C[C@H](n2cnc3c(N4CCCC4)ncnc32)O1 | -27%
COc1cccc(C(c2nnnn2C2CCCC2)N2CCN(C/C=C/c3ccccc3)CC2)c1OC (stereo not given) | ?
C[C@H](CO)N1C[C@H](C)[C@@H](CN(C)S(=O)(=O)c2ccc(-n3cccn3)cc2)OCc2cn(nn2)CCCC1=O | -7%
CCN1C(=O)c2cccc3c(S(=O)(=O)N(C)C)ccc1c23 | ?
SMILES | TDP1 cell CPT
Cc1cc(-c2cc(NC=O)c3ncc(-c4cccc(C(=O)NCCN(C)C)c4)n3c2)cc(C)c1O | ?
Cc1cc(C)n2c(NCc3ccccc3)c(CCc3ccccc3)nc2n1 | ?
CC(=O)Nc1cc(-c2cccc(C(=O)N(C)C)c2)cn2c(-c3ccc(F)c(Cl)c3)cnc12 | ?
CCOC(=O)C1=CCC(c2ccccc2C(F)(F)F)N(S(=O)(=O)c2ccc(C)cc2)C1 (stereo not given) | 23µM*
CCCCC[C@@H](C)N1C[C@@H](COCc2ccccc2)Oc2cc(N3CCC[C@H]3CO)ccc2S1(=O)=O | ?
COc1cccc(CN2CCC3(CCC(CNC(=O)c4ccccc4)O3)CC2)c1 (stereo not given) | -6%[9.04 µM]
O=C(Nc1nnc([C@@H]2C[C@H](O)[C@@H](CO)O2)s1)c1c(F)cccc1F | -2%
CC(=O)NC(c1ccccc1)c1nc(-c2cc3ccccc3o2)cs1 (stereo not given) | 23µM*
COc1ccc(NC(=O)C2(C)CCN2Cc2ccc3ccccc3c2)cc1OC (stereo not given) | ?
CCCOc1ccc(F)cc1-c1cc(C(=O)NCc2cccc(C(F)(F)F)c2)[nH]n1 | 21µM*
Cc1ccc2nc(C3CCCCC3)c(Cc3ccsc3)n2c1 | 13µM*
Cc1cccc(C)c1-n1nnnc1C1(C)CCC(=O)N1Cc1cccnc1 (stereo not given) | -9%
Cc1ccc(C(=O)Nc2nc(C(N)C(C)C)cs2)cc1 (stereo not given) | ?
CC(C)(C)n1nnnc1C(c1ccccc1)N1CCN(C(=O)c2ccco2)CC1 (stereo not given) | -2%
C[C@@H]1CN([C@@H](C)CO)C(=O)CCCn2cc(nn2)CO[C@H]1CN(C)C(=O)CCCN(C)C | -3%
COc1ccc(C2CC=C(C(C)=O)CN2S(=O)(=O)c2ccc(C)cc2)cc1 (stereo not given) | ?
CCc1nc2ccc(C(=O)Nc3ccc(NC(C)=O)cc3)cn2c1N(CCC(C)C)CCN(C)C | 6%
CC(=O)N1CCN(C(=O)OC2CC3CC2[C@H]2CCCCN2C3=O)CC1 (stereo not given in full) | 0%
COc1cc(=O)n2c(c1C(=O)NCc1nonc1C)CCN(Cc1c[nH]c3ccccc13)CC2 | ?
Cc1ccc2nc(-c3ccc(F)cc3)c(CC3CCCCC3)n2c1 | ?
CSc1ncnc2c1ncn2CCCNCc1ccccc1 | 15%
CNc1cncc(-c2ccc(F)c(F)c2)n1 | -19%
COc1ccc(C(=O)C(=O)N2CCN(c3ccccc3F)CC2)cc1 | ?
COc1ccc(CC(N)c2csc(Nc3nncc4ccccc34)n2)cc1 (stereo not given) | ?
CC(Oc1ccccc1)C(=O)NCC1Cc2cc(F)cc(-c3ccccn3)c2O1 (stereo not given) | 10%[9.04 µM]
SMILES | TDP1 cell CPT
COc1ccc(Cc2c(-c3cccc(Cl)c3)nc3ccc(Br)cn23)c(C)c1 | ?
CN1CCCCCC1C(=O)NCC1Cc2cc(-c3cnccn3)ccc2O1 (stereo not given) | 8%
Cc1ccc(C(=O)Nc2cccc(-c3nc(CNC(=O)c4ccc5ccccc5n4)c(C)o3)c2)s1 | ?
CCN(CC(=O)Nc1c(F)cccc1F)C(=O)c1ccc2c(c1)C(=O)N(c1ccccc1C)C2=O | -14%
COc1ccc(C=C2CCC3C(=O)CCCC3(C)C2=O)cc1 (stereo not given) | -1%
COCCNC(=O)C1(C)CCN(Cc2noc(-c3c(C)noc3C)n2)C1 (stereo not given) | 0%
COc1ccccc1C(=O)N[C@@H]1c2ccccc2C2(CCN(Cc3ccc(C)o3)CC2)[C@H]1O | ?
CNC[C@H]1Oc2cc(Br)ccc2S(=O)(=O)N([C@@H](C)CO)C[C@@H]1C | -15%
CCC[C@H]1CN(Cc2ccccc2)C(=O)[C@@H]1CC(=O)NC | 9%
O=C(NCC1CCC2(CCN(Cc3cccc(-c4ccco4)c3)CC2)O1)c1ccccc1 (stereo not given) | -12%[9.04 µM]
CC1NC(=O)c2cccnc2-n2c1nc1ccccc1c2=O (stereo not given) | 0%
Cc1cc(C)nc(Nc2nc(C(N)Cc3ccc(Cl)cc3)cs2)n1 (stereo not given) | 18µM*
CC1(C(=O)NS(=O)(=O)c2ccc(C#N)cc2)CCN1C(=O)c1ccc(C2CCCCC2)cc1 (stereo not given) | -41%
COC(=O)N1CCCCC1c1cc(C(=O)NCc2ccccc2)no1 (stereo not given) | -7%
CC(C)C[C@H]1CN([C@@H](Cc2ccccc2)CN2CCC[C@H]2CN2C(=O)C(=O)NC[C@@H]2Cc2ccccc2)C(=O)C(=O)N1CCc1ccccc1 | ?
O=c1[nH]c(=O)n2c(c1-c1ccccc1)OC(CBr)C2 (stereo not given) | -8%
CC1(C)CC(=O)C=C(c2ccc(COC(=O)C(c3ccccc3)c3ccccc3)cc2)C1=O | ?
CC(=O)Nc1cc(-c2ccc(S(C)(=O)=O)cc2)cn2c(-c3ccc(F)cc3)cnc12 | ?
COc1ccc(NC(=O)c2cc(C3CCCCN3C(=O)c3cccs3)on2)c(C)c1 (stereo not given) | 21µM*
Nc1ccn(CCCN2CCN(C(=O)C3CC3)CC2)c(=O)n1 | -2%
COc1cccc(CNC(=O)c2cc(S(=O)(=O)N3CCCCC3)ccc2C)c1 | -29%
COc1cc(CCN=Cc2cc(Cl)cc(Cl)c2O)c([N+](=O)[O-])cc1OC | ?
CCc1nc2ccc(C(=O)Nc3cccc(OCC(=O)N(C)C)c3)cn2c1N(C)C(=O)c1ccncc1 | 12%
CCCCC(=O)N(C)c1c(CC)nc2c(OCC(=O)C(C)(C)C)cccn12 | 0%
O=C(NCc1cccc(C(F)(F)F)c1)c1csc([C@@H]2O[C@H](CO)[C@H](O)[C@H](O)[C@H]2O)n1 | -5%
C#CCN(C[C@@H]1[C@@H](OC(=O)Nc2cccs2)[C@@H](OC(=O)Nc2cccs2)Cn2c(=O)ccc(=O)n21)S(=O)(=O)c1ccc(C)cc1 | 2.9µM*
CCOC(=O)N(C)C[C@H]1OCc2cnnn2CCCC(=O)N([C@H](C)CO)C[C@H]1C | 1%
CC(O)(c1ccc(F)c(F)c1)c1nc(-c2csc3ccccc23)cs1 (stereo not given) | ?
COC(=O)c1cc(C)nc(Nc2nc(C(N)Cc3ccc(Cl)cc3)cs2)n1 (stereo not given) | ?

Sorted by SMILES length (falling): some entries from above.
SMILES | TDP1 cell CPT
C#CCN(C[C@@H]1[C@@H](OC(=O)Nc2cccs2)[C@@H](OC(=O)Nc2cccs2)Cn2c(=O)ccc(=O)n21)S(=O)(=O)c1ccc(C)cc1 | 2.9µM*
O=C(NCc1cccc(C(F)(F)F)c1)c1csc([C@@H]2O[C@H](CO)[C@H](O)[C@H](O)[C@H]2O)n1 | -5%
CCN(CC(=O)Nc1c(F)cccc1F)C(=O)c1ccc2c(c1)C(=O)N(c1ccccc1C)C2=O | -14%
CC1(C(=O)NS(=O)(=O)c2ccc(C#N)cc2)CCN1C(=O)c1ccc(C2CCCCC2)cc1 (stereo not given) | -41%
CCOC(=O)N(C)C[C@H]1OCc2cnnn2CCCC(=O)N([C@H](C)CO)C[C@H]1C | 1%
CNC[C@H]1Oc2cc(Br)ccc2S(=O)(=O)N([C@@H](C)CO)C[C@@H]1C | -15%
O=C(NCC1CCC2(CCN(Cc3cccc(-c4ccco4)c3)CC2)O1)c1ccccc1 (stereo not given) | -12%[9.04 µM]
COc1ccc(Cc2c(-c3cccc(Cl)c3)nc3ccc(Br)cn23)c(C)c1 | ?
COC(=O)c1cc(C)nc(Nc2nc(C(N)Cc3ccc(Cl)cc3)cs2)n1 (stereo not given) | ?
CC(O)(c1ccc(F)c(F)c1)c1nc(-c2csc3ccccc23)cs1 (stereo not given) | ?
CN1CCCCCC1C(=O)NCC1Cc2cc(-c3cnccn3)ccc2O1 (stereo not given) | 8%
Nc1ccn(CCCN2CCN(C(=O)C3CC3)CC2)c(=O)n1 | -2%
COc1ccc(C=C2CCC3C(=O)CCCC3(C)C2=O)cc1 (stereo not given) | -1%
CC1NC(=O)c2cccnc2-n2c1nc1ccccc1c2=O (stereo not given) | 0%

Compound activity (PubChem BioAssay)
